# Cardio protect: modulators protecting cardiomyocytes from myocardial damage; H9c2 cardiomyocytes, H2O2 injury protection, ATPLite, 2 h; protection from H2O2 cell death, % at 20 µM; hit rate 0.63% among 360,000;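 active means compounds giving at least 50% protection of heart cells from peroxide-induced death in the single-dose screen, raw or plate-pattern-corrected value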;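 further: 0% = DMSO wells with peroxide and 100% = DMSO wells without peroxide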
# hiPSC survival: hiPSC single-cell survival enhancement. ATPlite luminescence; 100% = ROCK inhibitor wells, 0% = DMSO. AID 602274. survival enhancement, % at 20 µM. hit rate 0.044% among 360,000; in the data active means survival enhancement above about 18%;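 further: cells exposed to compounds for 16 hours before the ATP read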
# N-glyco inh: N-linked glycosylation inhibition. D54 ERlucT glycosylation luciferase reporter, 24 h; percent of 100 nM tunicamycin response. reporter increase, % at 12.5 µM. hit rate 0.23% among 360,000. AID 588692;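 active means mean luciferase reporter signal, scaled so untreated is 0 and the glycosylation-blocking control 100, at or above a set limit in every replicate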;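 further: luciferase carries N-glycosylation sites so blocking glycosylation raises the light; 0% = median of neutral control wells and 100% = median of 100 nM tunicamycin wells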
# HTR2A ag: mouse HTR2A agonism via beta-arrestin recruitment. CHO-K1 mHTR2A beta-arrestin complementation, luminescence; percent of 30 µM serotonin response. activation, % at 7.6 µM. hit rate 0.66% among 360,000. AID 624169;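 active means activation above a run cutoff, the mean activation of all tested compounds plus 3 SD, cut at about 14% in these data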;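 further: 0% = plate median of compound wells and 100% = 30 µM serotonin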
# Target sequence (P35363 whole entry, looked up): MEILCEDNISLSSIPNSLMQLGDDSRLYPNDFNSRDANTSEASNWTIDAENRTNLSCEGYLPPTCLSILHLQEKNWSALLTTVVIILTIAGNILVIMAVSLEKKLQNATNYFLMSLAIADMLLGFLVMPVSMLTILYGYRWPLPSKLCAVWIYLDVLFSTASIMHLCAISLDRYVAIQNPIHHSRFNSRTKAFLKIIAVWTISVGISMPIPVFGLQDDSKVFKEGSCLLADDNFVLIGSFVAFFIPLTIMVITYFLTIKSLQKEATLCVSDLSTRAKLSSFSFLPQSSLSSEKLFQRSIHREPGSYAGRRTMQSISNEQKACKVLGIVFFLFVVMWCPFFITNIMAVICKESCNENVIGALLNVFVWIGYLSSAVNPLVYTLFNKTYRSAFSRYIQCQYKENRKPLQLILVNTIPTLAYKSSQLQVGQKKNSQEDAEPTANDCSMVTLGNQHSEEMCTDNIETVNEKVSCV
# MC4R antagonist: human MC4R antagonism in cAMP assay | P32245 | MC4R-expressing cells, MTII-stimulated cAMP, LANCE TR-FRET | inhibition, % at 6.5 µM | hit rate 0.48% among 360,000;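 active means inhibition above its plate's cutoff, the mean of tested wells on that plate plus 3 SD, cut at about 29% in these data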;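 further: 0% = Melanotan II alone and 100% = Melanotan II plus saturating MCL0020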
# Target sequence (P32245 whole entry, looked up): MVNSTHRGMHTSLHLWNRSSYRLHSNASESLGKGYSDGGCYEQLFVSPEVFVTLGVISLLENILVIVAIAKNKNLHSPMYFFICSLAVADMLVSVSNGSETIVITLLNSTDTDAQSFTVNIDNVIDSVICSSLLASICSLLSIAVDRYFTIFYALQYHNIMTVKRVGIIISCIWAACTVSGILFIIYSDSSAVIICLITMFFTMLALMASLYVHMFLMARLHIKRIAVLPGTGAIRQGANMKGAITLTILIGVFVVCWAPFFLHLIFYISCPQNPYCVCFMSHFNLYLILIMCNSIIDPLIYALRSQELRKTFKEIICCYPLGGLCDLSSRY
#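 System: U2OS cells stably expressing human melanocortin 4 receptor (MC4R). Reagent: Melanotan II challenge after compound preincubation. Doses: 6.5 µM. Times: 30-min compound, 1-h challenge, 1-h detection, room temperature. Measured by: TR-FRET with Eu-cAMP and labeled anti-cAMP, 671 nm. Replicates: singlicate.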
# ABHD5-PLIN5 inh: inhibitors of human ABHD5-perilipin-5 interaction. Q00G26+Q8WTS1. Split G. princeps luciferase complementation, luminescence, 4 h. inhibition, % at 4 µM. hit rate 0.78% among 360,000. AID 602281;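 active means inhibition above the mean inhibition across every tested compound plus 3 SD, cut at about 22% in these data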;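 further: 0% = DMSO only wells and the 100% control is not disclosed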
# Granule exo inh: blocks lytic granule exocytosis; TALL-104 LAMP-1 surface exposure, flow cytometry; cells stimulated with thapsigargin and PMA; AID 651702; inhibition, % at 10 µM; hit rate 0.66% among 360,000;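 active means inhibition above about 55%, limit read from the data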
# aDG glyco up: alpha-DG glycosylation activation; Pro5-aDG cells, alpha-DG glycosylation AlphaScreen (IIH6); 0% Pro5, 100% B10-LARGE cell signal; activation, % at 10 µM; hit rate 0.22% among 360,000;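 active means activation of at least 8% versus controls, or a plate z-score of at least 8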;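 further: Pro5 are CHO cells carrying HIG-tagged alpha-DG that lacks glycosylation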
# ABCB6 inh 2: inhibitors of human ABC transporter ABCB6; Q9NP58; hit rate 0.19% among 360,000; fluorescence ratio to DMSO, % at 10 µM; K562-ABCB6 porphyrin accumulation, flow cytometry, 1 h; hits give low values; AID 602162;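 active means fluorescence ratio to DMSO below 75%, the collection mean minus 3 SD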;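 further: signal is porphyrin accumulated inside mitochondria; 100% equals median channel fluorescence of DMSO control wells; lower ratio means ABCB6 inhibition with less porphyrin fluorescence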
# MC4R ag barr: human MC4R agonism via beta-arrestin | U2OS MC4R beta-arrestin complementation, luminescence; percent of melanotan II response, DMSO zero | AID 540308 | P32245 | activation, % at 8.9 µM | hit rate 0.98% among 360,000;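 active means activation above a per-plate cutoff, the mean activation of sample wells on that plate plus 3 SD, cut at about 8% in these data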
# Active calls of the source: *.
# Screens in order – Cardio protect	hiPSC survival	N-glyco inh	HTR2A ag	MC4R antagonist	ABHD5-PLIN5 inh	Granule exo inh	aDG glyco up	ABCB6 inh 2	MC4R ag barr
> COc1ccc2nc(NC(=O)CC3Oc4ccccc4NC3=O)sc2c1 (stereo not drawn)
 : -9	-0.6	-1	1	26	0	-2	0.1	93	2.1
> CCOC(=O)Cc1csc(/C(=N/O)C(N)=O)n1
 : -4	-0.9	0	3	5	-6	2	-0.1	93	-1.1
> COc1ccccc1N1CCN(C(=O)C(C)CS(=O)(=O)c2ccc3c(c2)NC(=O)CS3)CC1 (stereo not drawn)
 : 14	0.9	-1	0	7	-10	5	-0.1	95	-0.5
> CC(C)(Oc1ccc(Cl)cc1)C(=O)OCn1nnc2ccccc2c1=O
 : 6	2.0	2	-1	2	9	-4	-0.2	94	3.1
> CS(=O)(=O)c1ccc(Cl)c(NC(=O)COC(=O)Cc2c[nH]c3ccccc23)c1
 : -1	-0.4	0	-4	6	-5	-3	0.0	101	-1.5
> COc1cc(OC)cc(OC)c1
 : 5	0.2	0	5	12	0	-7	-0.1	94	0.1
> O=C(CC1C(=O)NCCN1Cc1ccc(-c2ccccc2)cc1)NCc1ccccc1 (stereo not drawn)
 : -2	-0.9	-2	0	3	9	0	1.1	106	-1.0
> CCCc1[nH]nc2c1C(C1CC=CCC1)C(C#N)=C(N)O2 (stereo not drawn)
 : -6	-1.3	4	-3	8	2	4	0.3	95	-1.9
> O=S(=O)(NCCN1CCCC1)c1ccc(C(F)(F)F)cc1
 : 1	-0.1	-1	-8	-1	-20	1	0.0	81	-0.8
> O=C(NCCCNC(=O)c1cnccn1)c1ccc(Br)cc1
 : 3	-0.2	2	7	0	3	10	0.6	103	0.3
> COc1ccc(OC)c(-c2nc(C(=O)NC3CCN(Cc4ccccc4)CC3)cc3c2[nH]c2ccccc23)c1
 : -3	-3.3	-7	-7	6	12	25	0.5	104	-2.0
> COc1ccc(-n2ncc3c2CC(C)(C)CC3NC(=O)c2ccc(OC)o2)cc1 (stereo not drawn)
 : -3	-0.6	0	1	-8	9	-3	0.1	98	-2.3
> COCOCCn1cc(CN2CCS(=O)(=O)N(Cc3ccc(-c4ccc(F)cc4)cc3)C(C(C)C)C2=O)nn1 (stereo not drawn)
 : -5	-0.6	0	-8	7	-9	7	-0.2	104	-1.1
> COc1ccc2nc(Nc3nc(-c4ccncc4)cs3)sc2c1
 : -8	0.8	-3	0	14	5	2	0.3	96	-2.0
> COC(=O)c1ccc(OC(=O)C2CC(=O)N(c3ccc(C)cc3C)C2)cc1 (stereo not drawn)
 : 0	0.4	5	2	22	-2	-1	-0.1	105	0.7
> CC(C)(C)C1CCNC(=O)CC1 (stereo not drawn)
 : -4	-3.9	0	6	11	-4	-1	0.1	96	1.2
> O=C(C1=C[C@@H](c2ccc(C(F)(F)F)cc2)C[C@@H](OCc2ccc(CO)cc2)O1)N1CCOCC1
 : 9	-2.7	-1	2	8	-1	-10	0.1	98	0.3
> CCOC(=O)c1cnn(-c2nc(-c3ccccc3F)cs2)c1C(F)(F)F
 : 3	-0.7	-2	-3	-1	-3	0	0.2	90	-0.2
> COCCNc1nc2ccccc2n2cnnc12
 : -1	-0.5	0	6	-6	3	-5	-0.3	99	-4.8
> Cc1cc(C)cc(-n2ncc3c2CCCC3NC(=O)C2(C(N)=O)CC2)c1 (stereo not drawn)
 : -8	-0.2	0	12	3	-2	12	0.9	98	-2.7
> Clc1ccc(-c2nnc3ccccn23)cc1
 : -1	-2.4	1	2	10	7	-9	0.1	86	-1.2
> CC(NC(=O)COc1ccccc1)C(=O)NCc1ccccc1Cl (stereo not drawn)
 : 1	0.2	0	-3	6	2	0	0.1	98	-2.2
> Fc1ccc(Cn2c(-c3cscn3)nc3ccccc32)c(Cl)c1
 : 0	-2.2	0	-2	4	-9	1	1.2	89	9.7*
> CC(C)N1CCC(N2CCN(Cc3cc(F)ccc3-n3cccn3)CC2CCO)CC1 (stereo not drawn)
 : -2	-0.1	0	5	3	8	-5	-0.2	106	1.4
> CN(CCN1CCOCC1)C(=O)CC1C(=O)NCCN1Cc1ccccc1C(F)(F)F (stereo not drawn)
 : -4	-0.3	2	0	12	-4	8	0.0	102	2.0
> CCN1CCCC1CNC(=O)C(=O)NCc1ccccc1 (stereo not drawn)
 : 6	0.7	2	3	2	-3	-13	-0.5	103	-0.5
> O=C(NCc1ccco1)c1ccc(OCC2CCCO2)cc1 (stereo not drawn)
 : -2	-2.5	0	-5	2	1	0	1.1	97	-0.6
> O=C(Nc1cccc(C(=O)Nc2ccc(Cl)cn2)c1)c1ccccc1
 : 3	-0.8	1	-3	9	-1	-10	0.1	102	-0.2
> CCOc1ccc(C(=O)Nc2c3c(nn2-c2cccc(C)c2C)CS(=O)C3)cc1 (stereo not drawn)
 : -6	1.0	-2	17*	6	3	-1	-0.1	95	-0.6
> CCCCNC(=O)Nc1ccc(Br)cn1
 : 14	7.8	-5	-2	-3	-5	2	0.2	85	4.9
> Cc1ccc(OC(=O)CCNC(=O)c2ccccc2Cl)c(Br)c1
 : -5	0.0	0	1	6	6	-12	-0.3	102	2.2
> O=C(CSc1cccc2cccnc12)OCC(=O)c1ccccc1
 : -2	-1.1	2	2	0	12	-2	2.5	100	1.9
> Cc1cc(C)nc(NS(=O)(=O)c2ccc(NC(=O)Cn3c(=O)oc4ccccc43)cc2)n1
 : 3	-1.9	1	-1	3	-2	11	0.0	96	-0.9
> Cn1nc(C(=O)NNC(=O)COc2ccccc2)c2ccccc2c1=O
 : 1	0.4	2	-1	7	-3	-1	-0.2	94	-2.2
> Cc1cc2c(c(=O)n1Cc1ccco1)C(c1cccnc1)C(C#N)=C(N)O2 (stereo not drawn)
 : 6	-0.9	0	1	-1	42*	0	0.0	96	-0.3
> CS(=O)(=O)c1ccc2nc(NC(=O)CN3CCOCC3)sc2c1
 : 2	0.7	0	3	9	1	4	-0.2	102	-0.4
> O=C(CSc1nnnn1C1CC2C=CC1C2)Nc1ccc(C(=O)O)cc1 (stereo not drawn)
 : 1	-0.4	0	8	-2	-2	-1	0.2	98	0.1
> NS(=O)(=O)c1ccc(NC(=O)CN2CCN(S(=O)(=O)c3ccc(F)cc3)CC2)cc1
 : -5	-0.4	-1	0	2	-2	-6	0.2	103	-0.8
> CCCCN=C1NC(=O)C(CC(=O)Nc2ccc(Cl)cc2)S1 (stereo not drawn)
 : -1	0.8	-2	-8	3	-2	-1	0.0	98	-0.5
> CC(C)C[C@H](NC(=O)C1CC(=O)N(c2ccc3c(c2)OCCO3)C1)C(=O)N1CCCCC1 (stereo partly drawn)
 : -4	0.2	0	-2	12	2	2	1.8	98	-0.3
> Cc1ccc(-c2nnc(NCCCO)c3ccccc23)cc1
 : -2	-0.6	-5	-5	9	1	4	-0.1	98	0.1
> C=CC[C@H](CC(=O)N(CCO)Cc1ccccc1)C(=O)NCCOC(=O)[C@@H](CC=C)Cc1ccc(F)cc1
 : 0	0.8	-2	0	1	-1	-6	0.2	102	-1.0
> O=C(N/N=C/c1ccc(Br)cc1)c1ccc(F)cc1
 : 8	2.7	3	6	-4	0	1	-0.1	98	-1.4
> COc1ccccc1NC(=O)Cn1c(=O)n(C)c(=O)c2sc3c(c21)COC(C)(C)C3
 : 16	0.1	1	11	-7	6	-4	-0.4	107	0.4
> Cc1ccc(C(=O)CCC(=O)Nc2ncccc2C)cc1
 : 1	-0.3	-1	2	0	11	7	0.1	103	-0.5
> CC(C)C1C(=O)N(Cc2cn(Cc3ccco3)nn2)CCS(=O)(=O)N1Cc1ccc(-c2cccc(N(C)C)c2)cc1 (stereo not drawn)
 : -12	2.2	-4	-4	0	-3	-5	0.0	96	-0.8
> COc1ccc([C@H]2CC(=O)C=C(c3cc(C=O)ccc3OC)C2)cc1OC
 : 4	4.5	5	3	-13	5	0	0.1	100	-2.4
> COc1ccc(C2C(C(=O)c3ccc(C)o3)=C(O)C(=O)N2Cc2ccco2)cc1OC (stereo not drawn)
 : 0	-0.2	2	3	2	3	0	-0.2	99	-1.9
> O=C(c1ccc(OC2CCN(Cc3ccccn3)CC2)cc1)N1CCCCCC1
 : 8	0.3	-2	-1	-1	3	-2	-0.1	96	0.2
> COc1cc(OC)c(N2CC(C(=O)NCCC3=CCCCC3)CC2=O)cc1Cl (stereo not drawn)
 : 0	2.0	0	-5	23	7	-4	0.0	95	-1.6
> CN(C)c1cc[n+](CC(=O)c2ccc(-c3ccccc3)cc2)cc1
 : -7	-4.4	3	-6	3	7	10	-0.5	98	0.5
> CC12C=CC(=O)C=C1CCC1C3CCC(O)(C(=O)CO)C3(C)CC3OC312 (stereo not drawn)
 : 1	-0.6	4	2	4	0	1	-0.2	100	-1.3
> COc1ccc(CCn2nnnc2C(c2ccc(C)cc2)N2CCN(C)CC2)cc1OC (stereo not drawn)
 : -2	-0.3	3	-4	4	1	-3	-0.2	92	-1.7
> CC(NC(=O)Cc1cccs1)C(c1cccs1)N1CCN(c2ccccc2F)CC1 (stereo not drawn)
 : 0	0.3	-6	-3	16	4	4	0.3	102	-1.2
> COc1ccc(NC(=O)c2ccccc2NC(=O)CSc2ccc(C)cc2)cc1
 : -16	-3.7	-7	-2	0	-1	3	-0.2	58*	3.0
> CCN(C(=O)Cn1cc(C(F)(F)F)ccc1=O)C1CCS(=O)(=O)C1 (stereo not drawn)
 : 6	-1.0	2	6	-4	4	-2	0.0	97	0.8
> CCOC(=O)c1cc2sc(C)cc2n1CC(=O)N1CCN(C(=O)c2ccco2)CC1
 : 5	-1.6	4	1	7	4	7	0.1	96	-2.8
> Cc1ccc(NC(C)C(=O)N/N=C/c2c[nH]c3ccccc23)cc1 (stereo not drawn)
 : -6	0.9	1	-4	4	-2	-3	-0.2	100	-1.3
> O=C(COC(=O)c1cnccn1)Nc1c(Cl)cc(Cl)cc1Cl
 : -8	1.2	2	-3	1	10	0	-0.2	96	0.4
> COc1cccc(CN2CC(C(=O)NCCSc3nnnn3C)CCC2=O)c1 (stereo not drawn)
 : 6	-0.4	2	-1	1	-8	-5	0.0	94	-2.3
> CCOC(=O)CNC(=O)CSc1nc2cccnc2n1C
 : 4	-0.8	0	0	5	-1	5	0.0	89	0.2
> CCOC(=O)C1CCN(C(=O)COC(=O)COc2ccccc2OC)CC1
 : 1	2.7	2	2	10	1	-1	-0.3	97	-0.3
> CN(C)c1nc2sc3c(c2c(=O)n1C)CC(C)(C)OC3
 : 9	2.1	0	9	2	-2	-4	-0.2	125	0.8

# Quoted at random: 2 compounds from above.
# Screens in order – Cardio protect	hiPSC survival	N-glyco inh	HTR2A ag	MC4R antagonist	ABHD5-PLIN5 inh	Granule exo inh	aDG glyco up	ABCB6 inh 2	MC4R ag barr
> CCN(C(=O)Cn1cc(C(F)(F)F)ccc1=O)C1CCS(=O)(=O)C1 (stereo not drawn)
 : 6	-1.0	2	6	-4	4	-2	0.0	97	0.8
> CC(NC(=O)Cc1cccs1)C(c1cccs1)N1CCN(c2ccccc2F)CC1 (stereo not drawn)
 : 0	0.3	-6	-3	16	4	4	0.3	102	-1.2

# Source: PubChem

# Hits appear at their usual frequency; overall some 4.5% were active at least once.
